High-throughput results as filed in PubChem BioAssay.
HEK293 cAMP ctrl: qHTS Assay for Agonists of the Thyroid Stimulating Hormone Receptor: Activators of Intracellular cAMP Concentrations in Parental HEK 293; parental HEK293 CNG cAMP sensor, membrane potential fluorescence; Potency, µM (titrated, usually from 57.1 µM), for the others: at the highest dose activation, usual class: activators; 73,000 tested, 2.5% active; AID 938, 2007; also: potency is read from the fitted curve at half-maximal effect; % of control where 0% means no effect; nearly all actives have a fitted effect of over 55% in size
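Parental HEK 293 cells stably expressing a cAMP-gated CNG channel were loaded with membrane potential dye containing 100 uM RO 20-1724 for 60 min. Compound added for 30 min; depolarization read as fluorescence intensity at 590 nm.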
CRE Fsk mod: Cell signaling CRE-BLA (Fsk stim); Potency, µM (top dose mostly 38.2 µM), inactives show at the highest dose activity change, negative = inhibition, most hits filed as activators; AID 662, 2007; 71,000 tested, 2.5% active; CHO CRE-bla reporter (cAMP response element driving beta-lactamase), forskolin EC10, beta-lactamase ratio; active = well fitted activation curve with a large enough effect in the signal ratio, with a control signal flat, not every such curve was filed as active; inconclusive = small, poorly fitted or top-dose-only effect, or effect the other way, or a change in a side signal; the % refers to the signal ratio; also: potency is read from the fitted curve at half-maximal effect; % of control where 0% means no effect
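Modulation of forskolin-driven signalling is measured in CHO cells carrying a CRE-controlled beta-lactamase reporter. Cells are stimulated with EC10 NKH 477 in the presence of titrated compound for 3 h at 37 °C, then loaded with CCF4 for 2 h at room temperature.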
Tau fil binding: qHTS Assay for Tau Filament Binding; Microtubule-associated protein tau (Homo sapiens), P10636; AID 596, 2007; 71,000 tested, 2% active; recombinant tau filaments, thioflavin S fluorescence, 15 h; filaments grown with octadecylsulfate alongside compound; Potency, µM (series often up to 57.1 µM), without a hit: top-dose activity change, negative = inhibition;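 also: potency is read from the fitted curve at half-maximal effect; % is scaled to controls: 0 for no effect and ±100 for the full control effect; actives lower thioflavin S fluorescence by blocking filaments or displacing dye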
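ThS-based fibril read: tau 1 uM final, inducer ODS 30 uM final, 37 C for 15 h, ex 450/em 510 nm.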
BRCT inh green: qHTS Assay for Inhibitors of BRCT-Phosphoprotein Interaction (Green Fluorophore). Breast cancer type 1 susceptibility protein (Homo sapiens), P38398. BRCA1 BRCT-phosphopeptide binding, green fluorescence polarization. Potency, µM (series often up to 76.9 µM), for inactives: at the top dose activity change, negative = inhibition, most hits filed as inhibitors. 75,000 tested, 0.05% active. AID 875, 2007;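 also: potency is read from the fitted curve at half-maximal effect; plate controls were peptide without protein for full effect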
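Fluorescence polarization: His-tagged BRCT (~35 kDa BRCA1 C-terminus, 250 nM) bound to 100 nM fluorescein-labeled phosphorylated 10-aa BACH1 peptide, pH 7.3 phosphate buffer with DTT and Tween 20. Compounds incubated 12 min at room temperature; inhibition read as lowered polarization.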
Caspase-7 inhib: qHTS Assay for Allosteric/Competitive Inhibitors of Caspase-7 | P55210 | recombinant caspase-7, Ac-DEVD-AFC fluorescence rate | Potency, µM (top dose mostly 57.5 µM), for inactives: top-dose activity change, negative = inhibition, actives largely listed as inhibitors | 75,000 tested, 0.02% active; active = well fitted inhibition curve with a large enough effect in the main read-out, with a control signal flat, not every such curve was filed as active; inconclusive = small, poorly fitted or top-dose-only effect, or a change in a side signal; also: potency is read from the fitted curve at half-maximal effect; % of control where 0% means no effect
BRCT inh red: qHTS Assay for Inhibitors of BRCT-Phosphoprotein Interaction (Red Fluorophore) | AID 892, 2007 | Potency, µM (series often up to 76.9 µM), without a hit: at the top dose activity change, negative = inhibition, most hits filed as inhibitors | BRCT-phosphopeptide binding, red fluorescence polarization | Breast cancer type 1 susceptibility protein (Homo sapiens), P38398 | 75,000 tested, 0.03% active; also: % is scaled to controls: 0 for no effect and ±100 for the full control effect
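Fluorescence polarization: 100 nM His-tagged BRCA1 BRCT with 100 nM TAMRA-labelled phospho-BACH1 decapeptide, phosphate buffer pH 7.3 with 150 mM NaCl, DTT, 0.01% Tween 20; 12 min RT. Binding inhibition seen as FP decrease.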
ERK AVP block: qHTS Assay for Inhibitors of the ERK Signaling Pathway using a Homogeneous Screening Assay. HEK293-V1b, vasopressin-stimulated pERK AlphaScreen. Potency, µM (top dose mostly 57.5 µM), inactives show top-dose activity, negative = inhibition, usual class: inhibitors. 72,000 tested, 0.99% active; also: potency is read from the fitted curve at half-maximal effect; % is scaled to controls: 0 for no effect and ±100 for the full control effect; nearly all actives have a fitted effect of over 55% in size
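Phosphorylated ERK1/2 detected via AlphaScreen bead proximity in lysates of V1b-expressing HEK293 cells given 25 nM vasopressin for 5 min after 30 min compound exposure (37 °C). AC50 from Hill equation; basal DMSO 0%, vasopressin 100%.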
Caspase-1 inhib: qHTS Assay for Allosteric/Competitive Inhibitors of Caspase-1; P29466; Caspase-1 enzyme, Ac-WEHD-AFC fluorogenic rate; Potency, µM (top dose mostly 57.5 µM), for the others: top-dose activity change, negative = inhibition, actives largely listed as inhibitors; 75,000 tested, 0.03% active;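 also: potency is read from the fitted curve at half-maximal effect; plate controls were vehicle for no effect and no substrate for full effect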
Luciferase inh: qHTS Assay for Inhibitors of Firefly Luciferase; purified firefly luciferase, luminescence, 8 min; Potency, µM (series often up to 57.1 µM), for inactives: at the top dose activity change, negative = inhibition, actives largely listed as inhibitors; 72,000 tested, 2.2% active; AID 411, 2009; also: potency is read from the fitted curve at half-maximal effect; % is scaled to controls: 0 for no effect and ±100 for the full control effect; nearly all actives have a fitted effect of over 40% in size
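Inhibition of light generation by firefly luciferase from ATP and luciferin was profiled with concentration-response curves per sample, ATP held at 10 uM within the enzyme's linear range. Plates were read by luminescence after an 8-minute ambient incubation.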
USP2a inhib: qHTS Assay for Inhibitors of Ubiquitin-specific Protease USP2a; USP2a enzymatic assay, qHTS inhibition; Potency, µM (titrated, usually from 38.3 µM), inactives show at the highest dose activity change, negative = inhibition, usual class: inhibitors; 60,000 tested, 0.1% active; AID 927, 2007;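 also: potency is read from the fitted curve at half-maximal effect; nearly all actives have a fitted effect of over 60% in size; plate controls were DMSO for no effect and NEM full inhibition control for full effect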
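USP2 core (20nM final) preincubated 30 min RT with compound, then Ub-PLA2 20nM and NBD C6-HPC 20uM final added; buffer 20mM Tris-HCl pH 8.0, 2mM CaCl2. Fluorescence Ex 460/Em 535 read at 0 and 2.5 h; normalized to NEM.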
A350 autofl: qHTS Assay for Spectroscopic Profiling in A350 Spectral Region. 59,000 tested, 11% active. Compound autofluorescence, 340/450 nm, Alexa 350 dye-equivalents; stronger effect = higher value. max dye-equivalent concentration, M. AID 590, 2007; in the data active = max dye-equivalent concentration above about 10 nM; inconclusive = mostly about 1.1 nM to 9.6 nM
An asterisk follows results filed as active; i = inactive; ? = inconclusive; . = not tested or not shown; [ ] = dose if it differs, or a comment. Unless noted, calls follow the shape of the dose curve; as a rule, active = well fitted curve in the direction sought with a large enough effect; inconclusive = small, poorly fitted or top-dose-only effect, or another doubt; inactive = no such curve, though single readings can be large; an effect the other way counts as inactive or inconclusive.

SMILES	HEK293 cAMP ctrl	CRE Fsk mod	Tau fil binding	BRCT inh green	Caspase-7 inhib	BRCT inh red	ERK AVP block	Caspase-1 inhib	Luciferase inh	USP2a inhib	A350 autofl
CCOC(=O)CCN1C(=O)[C@H]2[C@H]3[C@H](O)[C@H](O)C/C(=N/NC(=O)OCC)[C@H]3CC[C@@H]2C1=O	5.8%[11.4 µM]	.	.	0.3%[15.4 µM]	0.5%[11.5 µM]	1.0%[15.4 µM]	5.6%[11.5 µM]	-2.4%[11.5 µM]	0.0%[11.4 µM]	.	.
CCn1c(SCC(=O)N2CCc3ccccc32)nnc1-c1c[nH]c2ccccc12	3.5%	-17.2%	153.4%	0.2%	-2.4%	-2.7%	-29.2%	-1.7%	0.0%	18.4%	?
COc1ccc(Cl)cc1-n1c(C)cc(C(=O)O)c1C	3.6%	?	1.5%	-1.2%	0.8%[0.00368 µM]	-0.7%	?	1.4%	0.7%	-12.1%	i
O=C(Nc1ccc2ccccc2c1)[C@H]1C[C@@H]1[C@H](NP(=O)(c1ccccc1)c1ccccc1)c1ccccc1	8.0%	-10.1%	7.6%	-1.4%	-1.8%	-0.4%	-13.2%	-2.3%	.	.	.
CCOc1ccc(CNC(=O)C2CCC(=O)N2C2CCCC2)cc1OC (stereo unspecified)	4.7%	6.6%	-0.4%	1.0%	-0.6%	0.4%	10.1%	1.3%	-0.3%	0.9%	i
Cc1ccc(NC(=O)N(Cc2ccc3c(c2)OCO3)Cc2cc3cc4c(cc3[nH]c2=O)OCCO4)cc1	-0.8%	?	48.2%	-1.5%	0.4%	-0.8%	-8.5%	-3.2%	3.2%	234.0%[activator]	3.73e-08M*
CSc1ccn(CCC(=O)O)c(=O)n1	1.8%	-4.7%	1.4%	0.3%	1.0%	-1.2%	1.9%	4.1%	-1.3%	1.4%	i
CN(c1ccc(C(=O)Nc2nccs2)cc1)S(=O)(=O)c1ccccc1	31.6µM*	-9.0%	-3.7%	-0.3%	-1.0%	0.5%	?	2.4%	0.6%	22.9%	i
CCC(CC)COC(=O)C(C#N)c1nc2ccccc2nc1N1CCN(CC)CC1 (stereo unspecified)	-70.3%[inhibitor]	?	1.26µM*	1.9%	?	-0.6%	0.1%	?	1.7%	43.3%[activator]	?
Cc1nn(-c2ccccc2)c2sc(C(=O)O)cc12	19.6%	?	6.0%	-2.1%	0.1%	-2.5%	-12.9%	-1.5%	-3.9%	-10.1%	i
O=C(NCc1nc2ccccc2[nH]1)[C@H]1C[C@@H]1[C@H](NP(=O)(c1ccccc1)c1ccccc1)c1ccccc1	12.6µM*	-17.6%	-4.1%	-2.6%	0.1%	-0.5%	14.0%	2.7%	.	.	.
CN1CCN(C(=O)CN(Cc2ccc(Cl)cc2)S(C)(=O)=O)CC1	1.8%	?	11.9%	-2.1%	0.0%	0.1%	-14.0%	0.3%	0.9%	-0.5%	i
CC(O)/C=C/c1ccc2ccccc2n1 (stereo unspecified)	1.2%	-16.8%	-0.1%	0.3%	-2.2%	-2.3%	-20.1%	0.4%	-15.0%	-4.8%	.
CCOc1ccc2[nH]c(C)c(CN3CCOCC3)c(=O)c2c1	-11.7%	-1.3%	-1.0%	0.9%	0.4%	-1.7%	-7.4%	-1.3%	1.3%	-2.2%	.
CC(O)c1nc2ccccc2n1Cc1nnc(-c2ccc(Cl)cc2)o1 (stereo unspecified)	24.9%	7.6%	10.2%	-0.5%	-6.3%	1.4%	0.9%	0.5%	-9.1%	19.7%	?
COCCn1c(=O)cnc2cnc(N3CCN(C)CC3)nc21	6.6%	-5.0%	8.0%	-1.0%	-22.7%	-1.0%	-6.4%	-14.8%	0.3%[11.4 µM]	?	8.7e-08M*
CCCCC(CC)CNC(=O)CCS(=O)(=O)c1cccc2nonc12 (stereo unspecified)	-6.6%	?	-12.2%	-2.5%	-1.0%	-0.9%	-1.5%	1.0%	-0.7%	1.9%	i
O=C(NC1CC1)C1CCN(c2ccc(S(=O)(=O)N3CCOCC3)cc2)CC1	-2.2%	-5.3%	2.8%	-2.9%	1.0%	-0.2%	3.9%	-0.8%	2.5%	.	i
Cc1ccc(Cn2nnc3c(=O)[nH]c(C4CCN(S(=O)(=O)c5ccc(C)cc5)CC4)nc32)cc1	17.3%	?	192.4%	1.5%	-1.0%	-2.9%	?	-3.3%	2.2%	33.8%[activator]	i
CCOC(=O)C1CCCN(CCC(=O)Nc2cccc(F)c2)C1 (stereo unspecified)	21.3%	-5.0%	-17.1%	-1.9%	1.3%	0.2%	-31.4%	-0.9%	3.6%	6.7%	i
c1ccc(Cn2nnc3c(N4CCOCC4)ncnc32)cc1	-3.0%	10µM*	-15.0%	-1.6%	-0.9%	-1.2%	-18.0%	0.0%	-0.1%	.	.
CCOC(=O)c1oc2cccc(O)c2c1CN(Cc1ccccc1)C(C)=O	?	3.4%[7.6 µM]	1.0%[11.4 µM]	-3.8%	-0.9%	-2.6%	-11.7%	-1.7%	-3.6%	18.9%[7.66 µM]	.
Cc1cc(C)nc(SCC(=O)O)n1	0.5%	-8.6%	0.2%	0.6%	0.6%	0.4%	18.5%	0.8%	4.0%	3.7%	i
Cc1cccc(NS(=O)(=O)c2ccc(Oc3ccccc3)cc2)n1	6.5%	2.2%	-17.9%	2.6%	-1.1%	-0.5%	-9.8%	0.3%	-2.1%	27.3%	i
CC1(C)Cc2c(sc3c2c(=N)n(Cc2ccco2)c(=O)n3Cc2ccccc2)CO1	24.8%	?	35.6%	5.9%	-3.8%	-1.0%	-9.7%	-2.1%	1.1%	22.0%	2.38e-08M*
SMILES	HEK293 cAMP ctrl	CRE Fsk mod	Tau fil binding	BRCT inh green	Caspase-7 inhib	BRCT inh red	ERK AVP block	Caspase-1 inhib	Luciferase inh	USP2a inhib	A350 autofl
C/C(=C\COc1cc(=O)[nH]c2ccccc12)CCC(O)C(C)(C)O (stereo unspecified)	.	.	.	6.2%	1.5%	-0.3%	-12.0%	-0.4%	.	.	.
O=S(=O)(NC1CCCCCCC1)c1cccs1	9.2%	15.7%	-2.9%	-0.4%	-6.0%	1.0%	-9.0%	-3.1%	-4.3%	3.0%	i
Cc1[nH]c(C)c(C(=O)O)c1CNC1CCCCC1C (stereo unspecified)	?	?	-5.3%	-1.0%	-0.8%	-0.3%	-8.0%	0.4%	1.3%	-10.7%	i
Cc1ccc(-c2nc3ccccc3[nH]2)s1	15.6%	14.2%	12.6µM*	-0.8%	-8.5%	-0.4%	-24.1%	-7.9%	5.01µM*	5.6%	.
COC(=O)C1=C(N)OC2=C(C(=O)CC(C)(C)C2)C1c1cccs1 (stereo unspecified)	3.16µM*	4.8%[7.6 µM]	-2.3%[11.4 µM]	0.6%	3.6%	0.3%	-19.9%	-0.9%	0.8%	-0.6%[7.66 µM]	.
O=C(NC1CCCCCCC1)c1c(O)c2ccccc2[nH]c1=O	4.8%	.	.	-1.2%	1.7%	-1.0%	.	0.3%	.	.	.
COc1ccc(OC)c(-c2cc(C(=O)NCc3ccco3)no2)c1	13.1%	?	13.2%	-1.3%	-0.8%	-0.7%	26.6%	-1.3%	-1.6%	5.6%	2.51e-07M*
CCOC(=O)CSC(C)C(=O)Nc1nnc(C(C)C)s1 (stereo unspecified)	9.4%	?	-7.6%	-2.6%	-2.0%	-3.2%	.	-2.9%	0.0%	.	.
CC(C)NC(=O)CCNC(=O)c1ccc(F)cc1	-2.8%	5.1%	0.5%	-2.6%	-0.6%	-0.9%	-10.6%	-4.3%	-0.4%	-2.4%	i
O=C(NCC1CCCO1)c1cccs1 (stereo unspecified)	0.5%	4.7%	-1.7%	-2.3%	0.1%	-0.2%	-9.7%	0.3%	0.0%	-2.4%	.
Nc1nc2ccc(N3CCOCC3)cc2s1	-1.4%	?	?	-2.6%	-1.5%	-0.1%	-15.8%	-0.4%	15.8µM*	7.0%	i
